Cdc25B block – human M-phase inducer phosphatase 2 inhibition. inhibition, %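 (compounds tested at 10 µM final in the well)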. P30305. 65,000 tested, 0.1% active. recombinant Cdc25B, OMFP fluorescence Ex485/Em525; in the data active = inhibition above about 50%
MKP-1 inh – inhibitors of human MKP-1 phosphatase | inhibition, %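 (compounds tested at a single concentration somewhere between 10 and 100 µM)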 | P28562 | AID 374 | 65,000 tested, 0.15% active | recombinant MKP-1, OMFP hydrolysis fluorescence;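 active = inhibition above about 50%, limit read from the data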;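 note: 0% = DMSO max control wells and 100% = wells with enzyme stopped by NaOH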
Target sequence (P28562 whole entry, looked up): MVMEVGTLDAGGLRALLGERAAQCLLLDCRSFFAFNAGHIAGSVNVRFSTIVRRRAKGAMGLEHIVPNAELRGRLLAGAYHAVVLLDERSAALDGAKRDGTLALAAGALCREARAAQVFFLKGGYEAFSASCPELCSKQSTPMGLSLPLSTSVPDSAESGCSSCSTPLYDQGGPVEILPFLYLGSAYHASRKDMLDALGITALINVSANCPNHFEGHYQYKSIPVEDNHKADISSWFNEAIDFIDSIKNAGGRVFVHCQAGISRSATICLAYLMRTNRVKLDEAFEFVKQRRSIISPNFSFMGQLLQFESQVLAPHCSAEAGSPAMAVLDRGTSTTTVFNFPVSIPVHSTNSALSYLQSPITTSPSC
FXIa inh mix – inhibitors of human coagulation factor XIa, pooled mixtures | P03951 | purified FXIa, fluorogenic substrate | inhibition, % at 5 µM | 62,000 tested, 0.19% active;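 note: each value is inhibition by a whole ten-compound pool holding the compound; 0% = enzyme with no mixture and 100% = wells lacking enzyme; strong numbers were not always called active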
C1s inh – human complement C1s inhibition. purified C1s, fluorogenic AMC substrate, pooled mixtures. mean inhibition % of two 10-compound mixtures (hits give high values), % at 5 µM (by protocol). 62,000 tested, 0.16% active;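 active = inhibition above 20% in each of the two 10-compound mixture wells holding the compound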;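 note: 0% = enzyme wells lacking compound mixture and 100% = no-enzyme blank wells; some compounds called inactive have numbers as strong as hits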
Target sequence (P09871 16-437 limits assumed): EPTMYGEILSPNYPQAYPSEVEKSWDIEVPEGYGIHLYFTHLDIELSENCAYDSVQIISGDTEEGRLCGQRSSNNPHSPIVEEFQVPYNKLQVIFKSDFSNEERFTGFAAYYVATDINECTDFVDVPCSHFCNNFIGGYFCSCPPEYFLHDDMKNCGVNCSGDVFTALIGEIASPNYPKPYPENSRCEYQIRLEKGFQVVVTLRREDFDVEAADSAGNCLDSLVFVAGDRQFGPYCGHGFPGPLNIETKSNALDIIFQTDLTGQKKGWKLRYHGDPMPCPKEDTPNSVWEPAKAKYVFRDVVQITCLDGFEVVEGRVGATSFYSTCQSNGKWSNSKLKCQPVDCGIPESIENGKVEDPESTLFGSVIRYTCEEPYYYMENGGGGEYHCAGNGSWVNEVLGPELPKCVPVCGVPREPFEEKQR
Target sequence (P09871 438-688 limits assumed): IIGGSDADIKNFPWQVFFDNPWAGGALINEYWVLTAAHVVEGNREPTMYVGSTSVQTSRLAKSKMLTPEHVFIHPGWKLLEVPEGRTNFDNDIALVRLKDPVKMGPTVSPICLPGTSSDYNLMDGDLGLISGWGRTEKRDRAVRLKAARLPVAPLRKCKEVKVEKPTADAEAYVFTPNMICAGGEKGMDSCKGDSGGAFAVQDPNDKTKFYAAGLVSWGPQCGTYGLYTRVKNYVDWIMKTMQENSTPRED
CatG inh – inhibitors of human cathepsin G; AID 581; 62,000 tested, 0.2% active; inhibition, % at 5 µM (by protocol); P08311; purified enzyme, AMC-tetrapeptide fluorescence, pooled mixtures;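 active = inhibition above 20% in each of the two mixture wells holding the compound; inactive = inhibition of 20% or less in either well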;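 note: 0% = enzyme control without mixture and 100% = blank lacking enzyme; strong numbers were not always called active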
Hsp90 inh – displaces geldanamycin probe from tumor Hsp90 | P07900 | NCI-N417 lysate Hsp90, Cy3B-geldanamycin FP displacement | inhibition, % at 30 µM | 64,000 tested, 0.35% active | AID 429;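 active = inhibition above 50%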;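 note: 0% = tracer plus lysate wells and 100% = tracer alone without lysate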
CatL inh – blocks human cathepsin L protease activity; P07711; purified cathepsin L, fluorogenic substrate, fluorescence; inhibition, %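 (tested at 10 µM)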; 58,000 tested, 0.17% active; AID 460; in the data active = inhibition above about 45%;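 note: 0% = enzyme with no compound and 100% = no enzyme blank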
FXIIa mix inh – blocks human factor XIIa in pooled compound mixtures | 62,000 tested, 0.2% active | purified FXIIa, fluorogenic substrate | inhibition, % at 5 µM | P00748;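 note: 0% = enzyme without compound and 100% = no enzyme blank; some results filed as inactive read as strong as hits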
HTR1A agonist – activates the human 5-HT1a serotonin receptor. activation, % at 10 µM. CHO 5-HT1a Ga15 NFAT-bla reporter, FRET ratio; 0% basal, 100% maximal reference agonist. P08908. AID 567. 65,000 tested, 0.56% active;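 active = activation above the screen-wide mean activation plus 3 SD, cut at about 19% in these data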;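 note: 0% = DMSO wells and 100% = 5-CT at EC100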
Starred values were filed as active, the others as inactive; i = inactive; / = not tested or not shown; & = joins results of further samples. Cut-off read from the data, not from the text of the source, unless noted: active = inhibition above about 20% (passing the limit was not always enough); inactive = the rest. Compounds as they come; overall some 1.6% were active at least once.

Values run as follows: CatL inh | FXIa inh mix | MKP-1 inh | Hsp90 inh | CatG inh | FXIIa mix inh | Cdc25B block | C1s inh | HTR1A agonist
> CN1C(=O)CC(N2CCN(c3ccccn3)CC2)C1=O (configuration not stated)
    -8 | 5 | 5 | -1 | 1 | 6 | -6 | 1 | -0.1
> Cn1ccnc1SCC(=O)c1ccc(Br)cc1
    14 | 7 | -20 | -3 | 10 | -23 | 2 | 15 | -1.8
> O=C(Cc1ccc(-n2cccc2)cc1)N1CCN(c2ccccc2F)CC1
    -3 | 8 | 10 | -2 | 10 | 9 | -5 | 11 | -1.0
> CCCn1c(SCC(=O)Nc2cccc(C(=O)OC)c2)nnc1-c1cccnc1
    25 | -4 | -13 | 0 | -3 | 14 | -5 | -23 | -1.4
> CCOC(=O)c1c(-c2cccs2)csc1NC(=O)COC(=O)c1c(C)noc1C
    7 | 6 | 6 | 4 | 6 | -2 | -11 | -5 | 1.4
> Cc1cc(Nc2ccc(C(=O)O)cc2)n2nc(C)nc2n1
    15 | 5 | -10 | -2 | 1 | 5 | -10 | -4 | -0.8
> CC1CCC2C(C1)c1sc(=O)[nH]c1SC2(C)C (configuration not stated)
    4 | 5 | -13 | 2 | -18 | 2 | -11 | 1 | -3.5
> COc1cc(Cl)c(S(=O)(=O)N2CC(C)OC(C)C2)cc1Cl (configuration not stated)
    -9 | 5 | -7 | -5 | 19 | 4 | -1 | 24 | -2.1
> CCCCC1(CC)C(=O)NC(=O)NC1=Nc1ccc(OC)cc1 (configuration not stated)
    8 | -3 | 2 | -1 | 0 | 3 | 9 | -3 | -1.5
> COc1ccc(C(CC(=O)O)NC(=O)COc2ccccc2)cc1OC (configuration not stated)
    2 | 8 | -17 | 2 | 0 | 4 | -6 | 4 | -2.4
> COc1ccc(-n2c(=O)cc(N3CCCCCC3)[nH]c2=O)cc1
    -4 | 8 | 2 | -2 | 10 | -3 | -6 | 10 | 0.0
> Cc1cc(C)cc(-n2nnc(C(=O)NCc3ccco3)c2N)c1
    0 | 10 | -1 | -2 | 5 | 18 | -16 | 17 | -3.2
> O=S(=O)(Nc1cccnc1)c1cc(Cl)ccc1Cl
    0 | 8 | -6 | -1 | 3 | 0 | -5 | -3 | 2.1
> N#Cc1cc2c(=O)n3ccccc3nc2n(Cc2cccnc2)c1=O
    i | -30 | -6 | -7 | -13 | 1 | -3 | -169 | 37*
> CS(=O)(=O)N1CCC(C(=O)N2CCC(Cc3ccccc3)CC2)CC1
    13 | 11 | 6 | -1 | -1 | -1 | -4 | -15 | -0.2
> Cc1cc(=O)oc(C)c1C(=O)N1CCN(C(c2ccccc2)c2ccccc2)CC1
    -1 | 4 | -5 | 0 | -11 | 4 | -1 | 32 | 3.6
> CCOC(=O)c1sc(=S)n(C)c1N
    3 | -8 | 14 | -3 | 11 | 8 | -4 | 16 | -1.1
> COc1ccc(C(=O)O)cc1Nc1cc(C)nc2ncnn12
    11 | 7 | 10 | -2 | 7 | -3 | -4 | 12 | -3.6
> COc1ccccc1N1CCN(Cc2nc(N)nc(Nc3ccc(C)cc3)n2)CC1
    20 | 8 | 27 | -4 | 10 | 1 | 5 | 19 | 2.9
> OCc1nc2ccccc2n1C/C=C/c1ccccc1
    27 | 1 | 5 | -1 | 3 | 0 | -5 | -14 | -1.6
> C[N+](C)(C)CCCCCCCCCC[N+](C)(C)C
    0 | 3 | -8 | -1&-1 | -7 | 2 | -21 | 0 | -1.7
> CC1(C)CC(=O)C(C(C2=C(O)CC(C)(C)CC2=O)c2cccc(O)c2)C(=O)C1 (configuration not stated)
    / | -2 | 0 | 0 | 6 | -19 | 1 | 2 | 0.4
> COC(=O)c1ccccc1NC(=O)c1ccc2c(c1)OCCO2
    -2 | 17 | 2 | -1 | 8 | 14 | -18 | 5 | -1.2
> CCOc1ccc(S(=O)(=O)N(CC(=O)N2CCc3ccccc32)Cc2ccco2)cc1
    7 | 0 | -7 | 0 | 7 | 3 | -14 | 7 | -0.1
> CCCOc1ccc(C(=O)N2CCN(c3ccc(N)cc3Cl)CC2)cc1
    11 | 0 | 8 | -4 | 14 | 14 | -4 | 6 | -3.4
> CCCNC(=O)N1CCN(S(=O)(=O)c2ccc(C)c(C)c2)CC1
    5 | -13 | 1 | -4 | -32 | 2 | -4 | -8 | -2.3
> O=C(CCCCn1c(=O)[nH]c2ccccc2c1=O)NCc1ccc2c(c1)OCO2
    25 | -3 | 13 | -3 | 1 | 12 | -9 | 6 | 2.7
> Cc1ccc(S(=O)(=O)Nc2nc3ccccc3nc2NCc2ccco2)cc1C
    -104 | 3 | -11 | -11 | 15 | 0 | 8 | 9 | -1.9
> Cc1ccc2nc(C(F)(F)F)c(C#N)c(N)c2c1
    3 | 13 | -19 | -5 | 7 | -14 | 0 | -21 | -0.8
> CC1(C)CC(=O)C(C=NCCN2CCN(CCc3ccccc3)CC2)=C(O)C1
    12 | / | -9 | 0 | / | / | -1 | / | 0.2
> CCOC(=O)c1[nH]c(C)c(/C(O)=C2\C(=O)C(=O)N(CCCN(CC)CC)C2c2cccnc2)c1C (configuration not stated)
    / | 13 | 3 | 1 | 10 | 2 | -4 | -1 | -0.3
> O=C(c1ccc(Cl)c(Cl)c1)N(Cc1ccco1)c1ccc(O)cc1
    3 | 4 | -7 | -1 | -3 | 3 | -5 | 1 | 1.0
> N#CC1=C(SCC(=O)c2ccccc2)NC2=C(C(=O)CCC2)C1c1ccco1 (configuration not stated)
    5 | / | -11 | -7 | / | / | 15 | / | 4.1
> Cc1c(C)c2cc3c4c(oc3c(C)c2oc1=O)CCCC4
    3 | 4 | 10 | 0 | -15 | 5 | -24 | -78 | -0.9
> O=C(/C=N/O)NCc1ccncc1
    -2 | -3 | 4 | 0 | 5 | 3 | 13 | -3 | 0.7
> O=C(CCS(=O)(=O)c1cccc2nonc12)N1CC(=O)N(CCc2ccccc2)C(=O)C1
    21 | 7 | 16 | / | -7 | -2 | -13 | -47 | -1.0
> CCCOC(=O)c1[nH]c2c(c1C)C(=O)CC(c1cc(OC)c(OC)c(OC)c1)C2 (configuration not stated)
    34 | 8 | 0 | -4 | 12 | 4 | -14 | -7 | -1.5
> Cc1ccc(CCNC(=O)C2CCCN2S(=O)(=O)c2ccc3c(c2)CCC(=O)N3)cc1 (configuration not stated)
    1 | 7 | 4 | -5 | -7 | -1 | -3 | -7 | 1.4
> COc1cc(C(=O)OC2CCCCC2=O)cc(OC)c1C (configuration not stated)
    / | 3 | 11 | -5 | 8 | 1 | -25 | -28 | 1.0
> Cc1ccc(Cn2c(NC(=O)c3ccco3)nc3ccccc32)cc1
    -2 | 7 | 13 | -2 | -2 | 7 | 2 | -6 | -0.4
> COCCn1c(SCc2cccnc2)nnc1-c1c[nH]c2ccccc12
    / | 2 | -9 | -2 | -12 | -20 | 1 | -49 | -2.5
> COc1ccc(C(=O)c2coc3ccc(O)c(CN(C)C)c23)cc1
    6 | 5 | -7 | -3 | 10 | 12 | -1 | 15 | 2.7
> Cc1cccc(-n2nc3c(c2NC(=O)c2ccco2)CSC3)c1C
    15 | 7 | 31 | -5 | 11 | 7 | 9 | 15 | 0.1
> CCn1cc(C(=O)Nc2ccc3c(c2)OCCO3)c2cc(OC)c(OC)cc2c1=O
    9 | 15 | 20 | -2 | 11 | 1 | -6 | 6 | 1.5
> CCC(=O)N1CN(S(=O)(=O)c2ccc(C)cc2)CC1C (configuration not stated)
    / | / | -5 | -12 | / | / | -2 | / | 1.9
> COc1ccccc1-c1cc(C(F)(F)F)nc(N2CCOCC2)n1
    6 | 22* | 9 | / | 10 | 2 | -11 | 4 | 3.2
> O=C(CCCN=C1NS(=O)(=O)c2ccccc21)OCC(=O)N1CCc2ccccc21
    9 | 7 | 21 | -2 | 8 | -16 | -7 | 10 | -3.1
> Cn1cc(Cl)c(C(=O)Nc2cccc(Cl)c2Cl)n1
    -3 | 7 | -2 | 2 | -7 | 15 | 1 | -12 | 0.2
> COc1ccc(S(=O)(=O)N(C)CC(=O)NCc2cccnc2)cc1C
    -7 | 16 | -4 | -1 | 6 | -14 | -11 | 8 | 8.3
> COc1ccccc1NC(=O)NCCCN1CCN(c2cccc(Cl)c2)CC1
    1 | -5 | -1 | -2 | -16 | -19 | -3 | -12 | 2.1
> CCOC(=O)CCC(=O)Nc1ccc(S(=O)(=O)N2CCCC2)cc1
    1 | 10 | 2 | -2 | 7 | 3 | -5 | 19 | -0.1
> O=C1CCc2cc(S(=O)(=O)N3CCC(C(=O)NC4CCCCCCC4)CC3)ccc2N1
    / | 6 | 8 | -1 | 16 | 11 | -11 | -8 | -0.4
> Cc1ccc(C)n1-c1cccc(N)c1
    15 | 3 | -7 | -19 | -5 | -1 | 9 | -5 | -1.0
> CC(=O)CCc1c[nH]c2c(C(=O)O)cccc12
    10 | -1 | 12 | -2 | 7 | 1 | 2 | 2 | -0.3
> CCOc1ccc(-c2c(C#N)c(N)nc3c2c(=O)n(C)c(=O)n3C)cc1OC
    -3 | 5 | 4 | -5 | 6 | 11 | 0 | -2 | -0.5
> CC1(C)Cc2c(C#N)c(NCCc3ccccc3)nc(-c3ccco3)c2CO1
    -179 | / | -16 | -12 | / | / | -25 | / | 49*
> Cc1cc(C)c(C#N)c(SCc2ccc(C#N)cc2)n1
    8 | -30 | -2 | -5 | -24 | 3 | -4 | -19 | 1.1
> CC(C)c1ccc(NC(=O)C(c2ccc3c(c2)OCO3)N2CCN(C(=O)c3ccco3)CC2)cc1 (configuration not stated)
    -8 | 4 | 32 | 1 | 5 | 6 | 6 | -39 | -1.6
> O=C(CCCCn1c(=O)[nH]c2ccccc2c1=O)N1CCN(c2cccc(C(F)(F)F)c2)CC1
    33 | 9 | 29 | -1 | 0 | -9 | -9 | 4 | 1.6
> CCSC1=NC(=O)/C(=C2/C=Cc3ccccc3N2CC)S1
    0 | 4 | -18 | 31 | 0 | -3 | -6 | -4 | 0.9

(listing goes on)
Values run as follows: CatL inh | FXIa inh mix | MKP-1 inh | Hsp90 inh | CatG inh | FXIIa mix inh | Cdc25B block | C1s inh | HTR1A agonist
> Cn1c2ccccc2c2ncn(CCCN3CCOCC3)c(=O)c21
    -2 | -1 | -11 | -6 | -1 | 2 | 3 | -1 | -0.5
> Cc1nc2sc3c(c2c(=O)[nH]1)CCC3
    9 | 3 | 3 | -1 | -4 | -15 | -5 | -4 | 2.0
> O=C(c1ccc2c(c1)OCCO2)C1CCN(S(=O)(=O)c2ccccc2F)CC1
    7 | 0 | 5 | 0 | 10 | 3 | -5 | 2 | 0.3
> Cc1cc(S(=O)(=O)N2CC(=O)N(CCc3ccccc3)C(=O)C2)ccc1F
    -2 | 10 | 5 | 0 | 18 | -18 | 4 | 15 | -2.1
> C=C(C)COc1ccc(-c2nc(N)ncc2Oc2ccc(OC)cc2)c(O)c1
    -14 | 5 | 10 | 2 | 8 | 2 | -13 | 6 | 3.9
> COc1ccc(OC)c(C(=O)c2nc3c(n2O)CCCCC3)c1
    4 | 0 | -11 | 2 | 3 | 3 | 0 | 5 | -0.2
> O=C(NCCCN1CCCC1)Nc1cccc2ccccc12
    14 | 7 | 5 | -5 | 7 | 4 | -9 | 10 | -3.1
> CCOc1ccc(-n2cnnn2)cc1S(=O)(=O)Nc1c(C)cccc1C
    -6 | 6 | 16 | -6 | 9 | 6 | 5 | 15 | 0.6
> Cc1c(C(=O)NCc2ccccn2)sc2nc(-c3ccccc3)cn12
    / | 9 | 4 | -1 | -1 | 10 | -10 | -4 | -5.0
> Cn1c(SCC(=O)Nc2ccc3c(c2)OCCO3)nnc1-c1ccccn1
    10 | 0 | -4 | -4 | -2 | 1 | -8 | -9 | -3.4
